INS promoter inh: TRM-6 insulin promoter activity inhibition; inhibition, % at 2 µM; actives 0.9% (n = 130,000); AID 1273; TRM-6 cells (human fetal islet line), insulin promoter-eGFP reporter, imaging; reporter expression induced with tamoxifen;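 active = inhibition above the mean plus 3 SD, with well images judged a real hit on visual review, cut at about 60% in these data, passing the limit was not always enough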
sdo1 growth: sdo1-depleted yeast growth rescue | S. cerevisiae sdo1-depleted JHY4D growth rescue, OD600 30 h; stronger effect = higher value; pdr5 snq2 efflux-pump mutant strain | AID 817 | actives 0.21% (n = 140,000) | z-score at 10 µM;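 active = z-score above 3 at both the 24 hr and the 30 hr optical density reads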;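 note: z-score against mean and SD of all compound wells on the same plate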
sdo1 growth Rescue 24 h: recorded beside sdo1 growth, whose call it bears; z-score; S. cerevisiae sdo1-depleted JHY4D growth rescue, OD600; measured here: growth rescue at 24 h;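 0 is the plate mean of compound wells and units are plate SD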
* = called active by the depositor; x = not tested or not shown; [ ] = dose if it differs, or a comment. These rows are one share of the data; count on the stated rates, not on these rows.

SMILES	INS promoter inh	sdo1 growth	sdo1 growth Rescue 24 h
CC(=C/C(=O)O)/C=C/c1ccc(Cl)o1	-10	0.51	-0.35
O=C(c1cc2ncc(Br)cn2n1)N1CCCCC1	21	x	x
Cc1c(C(=O)Nc2ccc(N3CCOCC3)cc2)oc2ccccc12	23	1.3	1.8
CCNC(=S)N/N=C1\C(=O)c2cccc3cccc1c23	19	-1.7	-0.46
CCC(=O)N1CCc2cc(S(=O)(=O)NCCC(=O)N3CCc4ccccc4C3)ccc21	x	0.12	-0.03
O=C(N=C1SCC(=O)N1c1ccccc1)c1ccco1	-7	0.09	0.82
Cc1ccc(NC(=O)COc2ccc(C3SCCS3)cc2)cc1	30	0.12	1.2
Cc1nc(SCC(=O)NCc2ccccc2)c2c(=O)n(C)c(=O)n(C)c2n1	10	-0.33	-0.65
COC(=O)c1nn(-c2cccc(C)c2)c2nnc(Cc3ccccc3)c(=O)n12	46	0.48	0.73
CC1CCc2sc(C(=O)OC(C)C(=O)Nc3ncc(Cl)cc3Cl)cc2C1 (stereo not given)	17	-0.41	-0.63
CNC(=S)N(CCc1c(C)[nH]c2ccc(OC)cc12)Cc1cc(OC)c(OC)c(OC)c1	-2	1.5	0.31
O=C(NC1CCCC1)C(c1ccc(N2CCOCC2)cc1)N(Cc1ccco1)C(=O)c1ccco1 (stereo not given)	x	-0.22	-0.09
Cc1ccc2[nH]c3c(N4CCN(Cc5ccccc5)CC4)ncnc3c2c1	x	-0.66	-0.48
O=C(c1ccc([N+](=O)[O-])cc1[N+](=O)[O-])n1cnc2ccccc21	-17	x	x
CC(C)OC(=O)c1c(-c2ccc(C(C)C)cc2)csc1NC(=O)C1CCCO1 (stereo not given)	x	0.92	0.97
N=C(N)SCc1cccc2ccccc12	-3	0.24	-0.53
O=C(CCn1c(=O)[nH]c2ccsc2c1=O)N1CCc2ccccc2C1	x	1.3	0.78
CCN1CCN(C(c2ccccc2OC)c2nnnn2C2CCCCC2)CC1 (stereo not given)	x	1.1	0.84
Cc1ccc(-c2cc(C(F)(F)F)c(C#N)c(=O)[nH]2)cc1	17	-1.6	-2
CC(=O)c1cnc2c(-c3ccccc3)cnn2c1C	-5	0.09	-0.41
CC(C)(C)NC(=O)COC(=O)c1snc(C(=O)NC2CCCCC2)c1N	-3	-0.04	-0.47
Cc1ccc(Nc2nc(N)nc(CSc3nc(C)cc(C)n3)n2)cc1	43	-0.53	-0.46
COc1ccc(N=C2C(=O)Nc3c(C)cccc32)cc1	-14	0.93	0.09
O=C(Nc1ccc(Cc2ccncc2)cc1)c1cccc([N+](=O)[O-])c1	-31	0.3	1.4
Cc1ccc(S(=O)(=O)CC(=O)c2ccc(C(C)(C)C)cc2)cc1	x	-0.46	-0.4
(further entries)
SMILES	INS promoter inh	sdo1 growth	sdo1 growth Rescue 24 h
COC(=O)c1ccc(-c2n[nH]c(=O)c3ccccc23)cc1	-338	0.18	-0.62
O=C(CN(c1ccc2c(c1)OCCO2)S(=O)(=O)c1ccccc1)NCC1CCCO1 (stereo not given)	20	-0.11	-0.83
O=C(Nc1nnc(Cc2ccc(Cl)cc2)s1)c1cccs1	8	-0.69	0.56
COC(=O)c1ccc(Cn2cnc3c(cnn3-c3ccc(C)c(C)c3)c2=O)o1	31	-1.1	-1.1
COc1cc(Br)cc2cc(C(=O)N3CCCCC3C)c(=O)oc12 (stereo not given)	-49	-0.94	-0.98
Nc1cccc(-c2nc3ccccc3[nH]2)c1	75*	-0.17	-0.15
Cc1ccc(NC(=O)CCC(=O)OCC(=O)c2ccc(-c3ccccc3)cc2)cc1	8	0.31[8.5 µM]	1.1
COc1ccc2c(CC(=O)NCC3CCC(C(=O)O)CC3)cc(=O)oc2c1 (stereo not given)	-8	1.7	1.8
COc1ccc(-c2noc(CCCC(=O)O)n2)cc1	-2	0.57	0.02
CC(=O)Nc1sc2c(c1CN1CCN(C)CC1)CCCC2	21	0.34	0.39
O=c1[nH]c(NCCO)nc2c1C1(CCCCC1)Cc1ccccc1-2	-388	0.18	-0.29
O=C(/C=C/c1cccs1)Nc1ccc(N2CCOCC2)c(S(=O)(=O)Nc2ccccc2Cl)c1	17	-0.95	-0.75
CC(=O)SC(C[N+](=O)[O-])c1cn(C(C)=O)c2ccccc12 (stereo not given)	5	-1.9	2
Cc1cccc(N2CCN(C(=O)/C=C/c3cccs3)CC2C)c1 (stereo not given)	-55	x	x
Cn1cnnc1SCC(=O)NN(c1ccccc1)c1ccccc1	16	0.52	0.01
CN(C)S(=O)(=O)c1cccc(NC(=S)N/N=C/c2cccc(O)c2)c1	15	x	x
c1ccc(-c2nnc3n2N=C(c2ccc4c(c2)OCO4)CS3)nc1	18	0.87	1.3
COCCn1c(SCC(=O)Nc2cc(C)nn2-c2ccccc2)nnc1-c1ccncc1	-50	1.6	1.3
COc1cccc(C(=O)COc2ccccc2N2C(=O)C3C4C=CC(C4)C3C2=O)c1 (stereo not given)	-62	0.51	0.54
COc1ccc(Nc2nccc(OC)c2C#N)cc1	19	0.1	-0.58
Cc1ccc2cc(CN(Cc3cccs3)Cc3nnnn3CC3CCCO3)c(=O)[nH]c2c1C (stereo not given)	-43	-1	-0.68
CCCCN(C(=O)c1ccc(Cl)cc1)C1CC2CCC(C1)N2C (stereo not given)	x	-0.06	-0.7
O/C(=C\Sc1nnc(Cc2ccccc2)o1)c1ccc(Br)cc1	-71	-0.36	-0.37
O=C(CSCC(=O)OCC(=O)c1ccc(Br)cc1)Nc1ccc(Br)cc1	x	-0.62	-0.6
CCc1nc(SCC(=O)Nc2nnc(CC)s2)c2c(C)c(C)sc2n1	-254	-0.39	0.42
Next part.
SMILES	INS promoter inh	sdo1 growth	sdo1 growth Rescue 24 h
NC(=O)CSc1nnc(-c2ccc(S(=O)(=O)N3CCOCC3)cc2)n1Cc1ccccc1	29	0.64	0.08
N#C/C(=N\Nc1ccccc1[N+](=O)[O-])C(=N)N1CCCCC1	0	x	x
CCC/C(O)=C1\C(=O)CCCC1=NC(C)C(=O)O (stereo not given)	8	0.04	-0.42
NC(=O)CC(c1ccccc1)c1ccco1 (stereo not given)	-14	0.41	0.37
COc1ccccc1/C=N/NC(=S)Nc1cccnc1	0	x	x
COc1ccc2[nH]c(=O)c(CN(C(C)=O)C3CCCCC3)cc2c1	x	0.36	1.1
COCCCNc1oc(-c2ccccc2F)nc1C#N	x	0.11	-0.42
CC(=O)N1CCc2cc(C(=O)CN3CCN(C(=O)c4ccco4)CC3)ccc21	x	0.52	0.36
COC(=O)CCC(=O)Nc1ccc(NC(C)=O)cc1	10	-0.16	-0.52
O=C(NCc1ccco1)C1CCC(CNS(=O)(=O)c2cccc3cccnc23)CC1 (stereo not given)	x	0.13	-0.31
CCOC(=O)NC(CC(=O)O)c1ccc(OCC)cc1 (stereo not given)	31	0.77	-0.58
CC1(C)CC(=O)c2sc(NS(C)(=O)=O)nc2C1	-31	0.15	-0.31
O=C(c1ccccc1)c1ccc(N2CCNCC2)cc1	-186	0.42	1.2
CC1(C)CC(=O)C(C(c2cccc([N+](=O)[O-])c2)C2C(=O)CC(C)(C)CC2=O)C(=O)C1	-33	0.12	-0.12
O=C(O)c1nn(-c2ccccc2)nc1-c1nn(-c2ccccc2)nc1C(=O)O	x	-0.02	-0.23
COc1ccc(/C=N/n2c(N)c(S(=O)(=O)c3cccs3)c3nc4ccccc4nc32)cc1OC	7	0.14	0.97
CCOC(=O)c1cccc(NC(=O)CN2C(=O)C3C4C=CC(C4)C3C2=O)c1 (stereo not given)	-108	-0.48	-1.1
COc1cccc(Cn2c(OCC3CCCO3)nc3c2c(=O)n(C)c(=O)n3C)c1 (stereo not given)	0	0.63	-0.68
CCSc1nnc2c(Cl)cc(Cl)cn12	x	-0.04	0.7
NCCCC(=O)O	0	3.3	1.2
CCOc1ccc(C2=Nn3c(nnc3-c3ccc(OC)cc3)SC2)cc1	-65	-2.4	-1.7
COc1ccc(CCN=C2SCC(=O)N2C)cc1OC	14	-0.31	-0.71
Cc1ccc(OCCOC(=O)Cn2nc(C)c([N+](=O)[O-])c2C)cc1	36	x	x
Cc1ccccc1N1C(=O)CC1(C#N)c1ccc(OCc2ccccc2)cc1 (stereo not given)	-10	-0.6	-0.21
Cc1cc(C)n(C(=O)C(C)N2C(=O)c3ccccc3C2=O)n1 (stereo not given)	x	-0.16	-0.27
Continuation.
SMILES	INS promoter inh	sdo1 growth	sdo1 growth Rescue 24 h
COc1ccccc1CNC(=O)c1ccc(S(=O)(=O)N(C)C)cc1	-43	-0.11	-0.51
Cc1ccc(S(=O)(=O)n2cnc3cc([N+](=O)[O-])ccc32)c(C)c1	63	1.5	0.16
Cc1cc(N)nc(C)c1C#N	-20	x	x
CCC(Sc1nnc(-c2ccc(C)c(Cl)c2)n1CC)C(=O)Nc1nccs1 (stereo not given)	-46	-1.2	-1.1
COc1ccc(Cl)cc1NC(=O)CCc1ccccc1	27	-0.79	-0.37
O=C(COC(=O)C1CCN(/C=C/C(=O)C(F)(F)F)CC1)Nc1ccccc1	x	1.6	2.1
CC(/C=N/Nc1nnc(C)c(=O)[nH]1)=C\c1ccccc1	x	-0.68	-0.79
Cc1nc2ccccc2n1CC(=O)NC1CCCC1	36	x	x
CCc1ccc(/C=C2\SC(N3CCOCC3)=NC2=O)cc1	17	x	x
COc1ccc2c(c1)c1nc3ccccc3nc1n2CCCN1C(=O)c2ccccc2C1=O	x	-0.84	-0.64
CCc1n[nH]c2c1C(=O)CC(C)(C)C2	-93	0.54	0.44
O=C1C=C(O)CC(c2cccs2)C1 (stereo not given)	70	0.45	-0.02
O=C(NCCc1c[nH]c2ccccc12)/C(=C/c1ccco1)NC(=O)c1ccco1	-42	x	x
COc1cc([N+](=O)[O-])ccc1NC(=O)CN1CCN(C(=O)c2ccco2)CC1	-28	x	x
O=C(NC(=S)N1CCCc2ccccc21)c1ccccc1	-117	0.34	-0.16
Cc1cccc(-n2nc3c(c2NC(=O)CCC2CCCCC2)CS(=O)C3)c1C (stereo not given)	-143	-0.22	-0.69
CCNc1ccccc(-c2ccc3ccccc3n2)c1=O	0	-0.02	0.21
Cc1ccc2[nH]c(=O)c(CN(CCc3ccccc3)Cc3nnnn3CC3CCCO3)cc2c1 (stereo not given)	-37	-0.19	0.1
COC(=O)c1ccc(NC(=O)COc2ccc(S(=O)(=O)NC(C)C)cc2)cc1	-226	-0.33	0.29
CC1CCN(C(=O)c2cc3nc(C4CC4)cc(C(F)(F)F)n3n2)CC1	56	0.72	0.67
O=C(Nc1ccc2nc(-c3cccnc3)[nH]c2c1)C1CCCCC1	-5	-0.7	-1.4
NS(=O)(=O)c1ccc(NC(=O)CN2CCN(Cc3ccccc3)CC2)cc1	7	0.87	0.63
Cc1ccc(S(=O)(=O)N2CCN(Cc3nc4ccccc4n3C)CC2)cc1	x	1.2	0.81
Cc1nonc1C1CCCN1C(=O)c1cc(COc2ccc(F)cc2Cl)on1 (stereo not given)	-5	x	x
CCOc1ccc(OCCNC2CCCC2)cc1	17	0.59	0.03
c1ccc(-c2cc3ccccc3nc2N2CCCC2)cc1	23	0.63	-0.75
CC1CCCN(c2c([N+](=O)[O-])cc(C(=O)O)cc2[N+](=O)[O-])C1 (stereo not given)	-21	x	x
CC(=O)c1cccc(NC(=O)N2CCN(S(C)(=O)=O)CC2)c1	-62	0.45	-0.73
O=C(/C=C/c1cccc([N+](=O)[O-])c1)NCc1cccnc1	-17	0.18	-0.72

A draw from above in order of SMILES length, highest first:
SMILES	INS promoter inh	sdo1 growth	sdo1 growth Rescue 24 h
O=C(NCCc1c[nH]c2ccccc12)/C(=C/c1ccco1)NC(=O)c1ccco1	-42	x	x
Cc1cccc(-n2nc3c(c2NC(=O)CCC2CCCCC2)CS(=O)C3)c1C (stereo not given)	-143	-0.22	-0.69
CC1CCN(C(=O)c2cc3nc(C4CC4)cc(C(F)(F)F)n3n2)CC1	56	0.72	0.67
Cc1ccc(S(=O)(=O)N2CCN(Cc3nc4ccccc4n3C)CC2)cc1	x	1.2	0.81
COc1ccccc1CNC(=O)c1ccc(S(=O)(=O)N(C)C)cc1	-43	-0.11	-0.51
CCNc1ccccc(-c2ccc3ccccc3n2)c1=O	0	-0.02	0.21
COc1ccc(Cl)cc1NC(=O)CCc1ccccc1	27	-0.79	-0.37

Retrieved by compound from the entries so far:
SMILES	INS promoter inh	sdo1 growth	sdo1 growth Rescue 24 h
NS(=O)(=O)c1ccc(NC(=O)CN2CCN(Cc3ccccc3)CC2)cc1	7	0.87	0.63
Cc1nonc1C1CCCN1C(=O)c1cc(COc2ccc(F)cc2Cl)on1 (stereo not given)	-5	x	x
Cc1ccc2[nH]c(=O)c(CN(CCc3ccccc3)Cc3nnnn3CC3CCCO3)cc2c1 (stereo not given)	-37	-0.19	0.1
COc1ccc2c(c1)c1nc3ccccc3nc1n2CCCN1C(=O)c2ccccc2C1=O	x	-0.84	-0.64
COC(=O)c1ccc(NC(=O)COc2ccc(S(=O)(=O)NC(C)C)cc2)cc1	-226	-0.33	0.29
O=C1C=C(O)CC(c2cccs2)C1 (stereo not given)	70	0.45	-0.02

From PubChem BioAssay
